Source: PubChem (National Center for Advancing Translational Sciences (NCATS))
DRD3 antagonist = blocks the human D3 dopamine receptor. P35462. D3R cells, DiscoveRx beta-arrestin luminescence, antagonist mode; stronger effect = lower value. max response, negative = inhibition, %. 360,000 compounds, 2.5% hits. AID 652054; in the data active = max response below about -50%; inconclusive = no clear call, values can overlap the other calls; also: % is scaled to controls: 0 for no effect and ±100 for the full control effect; mostly tested at two doses, the higher about 12 µM
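Cells expressing the human receptor were seeded at 1500 cells/well, incubated overnight at 37 degrees C in 5% CO2, then exposed to library compounds with dopamine controls for 90 minutes at 37 degrees C before luminescent detection.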
aSyn rescue = alpha-synuclein toxicity inhibition in yeast. 370,000 compounds, 0.14% hits. Potency, µM (doses to about 46.1 µM), for the others: top-dose growth rescue (activation), actives largely listed as activators. Yeast expressing alpha-synuclein, growth rescue, BacTiter-Glo, 24 h; also: potency is read from the fitted curve at half-maximal effect; % of control where 0% means no effect; nearly all actives have a fitted effect of over 65% in size
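Screening used galactose-induced yeast with toxic alpha-synuclein levels, exposed to compound for 24 hr at 30 deg C. Cell growth, read with BacTiter-Glo luminescence, gave the measured signal.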
EPAC2 antagonist = blocks human EPAC2 exchange factor. Q8WZA2. Potency, µM (top dose mostly 114 µM), for inactives: at the highest dose activity, negative = inhibition, hits mostly inhibitors. EPAC2 GEF exchange of Rap1B-BODIPY-GDP, fluorescence. 360,000 compounds, 0.18% hits; also: potency is read from the fitted curve at half-maximal effect; % is scaled to controls: 0 for no effect and ±100 for the full control effect; nearly all actives have a fitted effect of over 45% in size; many of its hits are not listed in these tables
Target sequence (Q8WZA2 whole entry, looked up): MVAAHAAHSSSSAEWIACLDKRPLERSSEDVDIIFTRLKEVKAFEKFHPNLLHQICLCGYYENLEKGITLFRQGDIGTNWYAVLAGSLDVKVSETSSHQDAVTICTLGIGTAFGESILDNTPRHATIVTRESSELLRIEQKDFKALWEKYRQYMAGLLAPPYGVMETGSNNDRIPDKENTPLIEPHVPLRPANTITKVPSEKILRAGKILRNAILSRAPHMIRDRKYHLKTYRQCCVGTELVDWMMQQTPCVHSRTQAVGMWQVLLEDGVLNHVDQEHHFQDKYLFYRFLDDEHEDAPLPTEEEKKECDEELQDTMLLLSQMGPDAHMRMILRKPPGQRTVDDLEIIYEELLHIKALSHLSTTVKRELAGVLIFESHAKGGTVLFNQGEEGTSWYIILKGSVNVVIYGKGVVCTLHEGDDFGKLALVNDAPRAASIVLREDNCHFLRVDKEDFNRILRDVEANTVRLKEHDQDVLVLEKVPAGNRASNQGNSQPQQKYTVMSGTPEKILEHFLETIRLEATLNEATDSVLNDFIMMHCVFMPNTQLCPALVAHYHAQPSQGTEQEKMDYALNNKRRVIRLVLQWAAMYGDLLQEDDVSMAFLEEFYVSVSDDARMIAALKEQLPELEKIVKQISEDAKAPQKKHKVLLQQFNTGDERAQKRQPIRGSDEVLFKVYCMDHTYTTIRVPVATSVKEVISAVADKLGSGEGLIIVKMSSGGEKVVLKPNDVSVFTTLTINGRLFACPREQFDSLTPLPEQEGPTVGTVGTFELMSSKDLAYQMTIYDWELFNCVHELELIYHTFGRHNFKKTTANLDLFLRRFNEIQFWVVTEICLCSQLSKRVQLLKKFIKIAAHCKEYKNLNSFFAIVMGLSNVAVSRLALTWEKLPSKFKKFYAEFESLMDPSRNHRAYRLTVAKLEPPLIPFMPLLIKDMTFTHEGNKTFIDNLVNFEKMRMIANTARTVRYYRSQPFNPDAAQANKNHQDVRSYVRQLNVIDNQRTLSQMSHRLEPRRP
EPAC2 agonist = EPAC2 (human) agonism; EPAC2 activation, biochemical qHTS; response scale: 100% = 6.5 mM cAMP response; Potency, µM (top dose mostly 154 µM), inactives show at the highest dose activation, usual class: activators; 360,000 compounds, 0.079% hits; also: potency is read from the fitted curve at half-maximal effect; nearly all actives have a fitted effect of over 50% in size
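Setup: EPAC2 100 nM, labeled Rap1B complex 250 nM, free GDP 50 uM. Compound titrations pinned in, brief spin, 5 min room temperature incubation. Kinetic fluorescence read over 30 min, normalized to 6.5 mM cAMP.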
TDP43 rescue = inhibitors of TDP-43 toxicity in yeast | TDP-43 expressing yeast growth rescue, BacTiter-Glo, 24 h | Potency, µM (highest dose often 46.1 µM), for the others: at the top dose growth rescue (activation), usual class: activators | 410,000 compounds, 1.8% hits; also: potency is read from the fitted curve at half-maximal effect; % of control where 0% means no effect; nearly all actives have a fitted effect of over 50% in size
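Galactose-induced TDP-43 yeast, OD600=0.02, compound pinned; 24 hr, 30 deg C; BacTiter-Glo luminescence for growth. Inhibitors of TDP-43 toxicity read as activators.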
DRD3 agonist = agonists of human D3 dopamine receptor | P35462 | D3R DiscoveRx beta-arrestin cells, luminescence, 90 min | max activation, % | 410,000 compounds, 0.58% hits | AID 652048; in the data active = max activation above about 30%; also: 0% is about no effect; mostly tested at two doses, the higher about 12 µM
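Agonist-mode cell screen: cells plated at 1500/well and incubated overnight at 37 °C, then exposed to library compounds for 90 min at 37 °C. Detection reagent was added for 30–60 min at room temperature, and luminescence was read.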
FUS suppressor = suppressors of FUS proteinopathy in yeast. 390,000 compounds, 0.24% hits. Potency, µM (titrated, usually from 76.6 µM), inactives show top-dose growth rescue (activation), hits mostly activators. AID 1347120. S. cerevisiae FUS-expressing, growth rescue, OD600, 24 h;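 also: potency is read from the fitted curve at half-maximal effect; plate controls were DMSO vehicle for no effect and reference control for full effect; nearly all actives have a fitted effect of over 55% in size; some results filed as inactive show a strong effect at the top dose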
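S. cerevisiae expressing FUS from galactose induction served as the toxicity model. Growth after 24hr at 30C, read as absorbance at 600 nm, indicates suppression of toxicity; compounds dosed at several concentrations.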
Abeta yeast res = compounds reversing amyloid beta toxicity in yeast; yeast expressing A-beta42, growth rescue, OD600, 48 h; response scale: 0% DMSO, 100% iron-clioquinol control; Potency, µM (doses to about 46.1 µM), for inactives: at the highest dose growth rescue, most hits filed as activators; 410,000 compounds, 0.063% hits; also: potency is read from the fitted curve at half-maximal effect; nearly all actives have a fitted effect of over 55% in size
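Yeast growth medium received pinned compounds, then yeast cells expressing toxic A-beta were added; plates incubated at 30 C for 48 hr. Growth read as absorbance at 600 nm, normalized to DMSO and equimolar FeCl3 plus clioquinol controls.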
* marks the source's active call; other numbers are inactive results; ? = inconclusive; . = no result given; & = joins results of further samples; [ ] = remark or other dose. Unless noted, calls follow the shape of the dose curve; as a rule, active = well fitted curve in the direction sought with a large enough effect; inconclusive = small, poorly fitted or top-dose-only effect, or another doubt; inactive = no such curve, though single readings can be large; an effect the other way counts as inactive or inconclusive.

Each structure is followed by: EPAC2 agonist | aSyn rescue | EPAC2 antagonist | FUS suppressor | TDP43 rescue | Abeta yeast res | DRD3 agonist | DRD3 antagonist
- Cc1cc(NC(=S)N(Cc2cccc(Br)c2)CC2CCC(C(=O)O)CC2)ccc1Cl (stereo unspecified)
  5% | -45%[inhibitor] | -13% | ? | 22% | -15% | -4 | -13
- O=C(O)/C=C/C(=O)Nc1c(F)cccc1F
  6% | ? | 4% | -17% | ? | 15% | 5 | 22
- O=C(Nc1nnc([C@@H]2C[C@H](O)[C@@H](CO)O2)s1)c1cccc2ccccc12
  -1% | -1% | -12% | -24% | 6% | -7% | -2 | ?
- Cc1ccccc1NC(=O)CNC(=O)N1CC(=O)Nc2ccccc21
  5% | 2% | 2% | -17% | 11% | -9% | 4 | 37
- Cc1ccc(N2CCN(S(=O)(=O)c3ccc4oc(=O)ccc4c3)CC2)cc1Cl
  7% | -2% | 2% | -4% | 22% | 2% | -4 | -8
- O=C(COC(=O)c1cc([N+](=O)[O-])ccc1N1CCOCC1)Nc1ccc(Cl)cc1
  1% | 0% | -4% | 16% | 18% | -2% | -1 | -5
- Cc1ccc2nc(SCCC#N)nc(C)c2c1
  -3% | 9% | 5% | 19% | -6% | -6% | 0 | -21
- CC(C(=O)NCc1ccccc1)N1C(=O)c2ccccc2C1=O (stereo unspecified)
  -2% | 1% | 11% | -7% | 15% | -13% | 4 | -10
- O=C(CCN1C(=O)c2cccc3cccc(c23)C1=O)N1CCN(c2ccccc2F)CC1
  -11% | -1% | 6% | 15% | -25%[0.397 µM] | -23% | -10 | -22
- COc1ccc2c(c1)Cc1sc(NC(=O)c3ccco3)nc1-2
  0% | -10% | -7% | 5% | 28% | -17% | 2 | 17

The list goes on.
Each structure is followed by: EPAC2 agonist | aSyn rescue | EPAC2 antagonist | FUS suppressor | TDP43 rescue | Abeta yeast res | DRD3 agonist | DRD3 antagonist
- N#C/C(=C\c1cn[nH]c1-c1ccc(Cl)cc1)C(=O)NCc1ccccc1
  10% | 12% | -4% | ? | 0% | 0% | -9 | -6
- Cn1ncc(Br)c1C(=O)OCC(=O)Nc1nc(-c2ccccc2)cs1
  3% | 1% | -6% | 12% | 4% | -3% | -6 | -11
- Cc1nc2c(C(=O)NCCCN(CC(C)C)CC(C)C)cnn2c(C)c1Cc1c(F)cccc1Cl
  . | . | . | 11% | 12% | -23% | -15 | .
- Cc1cc2nc(-c3cccc(Br)c3)c(Cc3ccsc3)n2c(C)c1Br
  -8% | 0% | 4% | 15% | 0% | -14% | -7 | 0
- COc1ccc(OC)c(-c2noc(N3CCN(c4cc(Cl)ccc4C)CC3)n2)c1
  . | . | . | ? | ? | 11% | -7 | .
- O=C(Nc1ccccc1F)C(c1ccccc1)c1ccccc1
  4% | 5% | 2% | -16% | -19% | -7% | -1 | -7
- O=C(CN1CCN(c2ncc(C(F)(F)F)cc2Cl)CC1)Nc1ccc2c(c1)OCO2
  5% | 0% | -12% | 17% | -3% | 21% | -2 | 6
- COc1cccc(NC(=O)CNC(=O)c2cccs2)c1
  2% | 3% | 1% | 6% | -3% | 10% | 2 | 8
- O=c1[nH][nH]c2c1[C@@H](c1ccc(F)cc1)O[C@H](CCc1ccccc1)C2
  1% | -13% | 6% | ? | 14% | -10% | -8 | 0
- CSCCC(NS(=O)(=O)c1cccs1)C(=O)NCc1ccccc1 (stereo unspecified)
  6% | -1% | -6% | 22% | -25% | -5% | -24 | 5

(continued)
Each structure is followed by: EPAC2 agonist | aSyn rescue | EPAC2 antagonist | FUS suppressor | TDP43 rescue | Abeta yeast res | DRD3 agonist | DRD3 antagonist
- Cc1ccc(N(C(=O)c2csnn2)C(C(=O)NCc2ccccc2)c2ccccn2)cc1 (stereo unspecified)
  9% | 3% | -7% | 10% | 1% | -14% | 16 | -1
- COc1cc(NS(=O)(=O)c2ccc(NC(=O)c3ccc(C)o3)cc2)nc(OC)n1
  11% | 11% | 2% | 21% | 1% | 16% | 14 | -12
- Cn1cnc2c1c(=O)n(Cc1c(Cl)cccc1Cl)c(=O)n2C
  11% | -5% | -3% | 5% | 25% | -17% | -11 | 26
- C=CCn1c(SCC(=O)NC(=O)NCC(C)C)nnc1C1CCCCC1
  5% | 1% | 13% | 28% | -6% | -1% | -3 | -10
- O=C1OCC/C1=C1/NCCNC1=O
  -2% | 6% | -10% | -1% | 7% | 1% | 4 | 19
- Cc1nc(NC(=O)COC(=O)C2CC2C)c(Cl)cc1Cl (stereo unspecified)
  -2% | 1% | 2% | -8% | 13% | 6% | 0 | 9
- Cc1ccccc1OCC(=O)OCC(=O)Nc1cc(S(C)(=O)=O)ccc1Cl
  0% | 0% | -6% | 1% | 0% | 14% | 26 | 4
- CCC[C@@H]1C[C@@H](C(=O)NC(C(C)Cl)[C@H]2O[C@H](SC)[C@H](O)[C@@H](O)[C@H]2O)N(C)C1 (stereo partly specified)
  3% | -4% | 4% | -34% | 17% | -14% | 4 | 7
- O=C(NCC1CCCO1)c1nn2c(C(F)(F)F)cc(-c3cccs3)nc2c1Br (stereo unspecified)
  -12% | -7% | 0% | 2% | -5% | -22% | -10 | -16
- CCN(C(=S)NC(=O)c1ccccc1Br)C1CCCCC1
  -3% | -6% | 4% | . | 6% | -1% | 6 | 17

Reprinted from the part before: seven compounds; new compounds follow.
Each structure is followed by: EPAC2 agonist | aSyn rescue | EPAC2 antagonist | FUS suppressor | TDP43 rescue | Abeta yeast res | DRD3 agonist | DRD3 antagonist
- C=CCn1c(SCC(=O)NC(=O)NCC(C)C)nnc1C1CCCCC1
  5% | 1% | 13% | 28% | -6% | -1% | -3 | -10
- O=C1OCC/C1=C1/NCCNC1=O
  -2% | 6% | -10% | -1% | 7% | 1% | 4 | 19
- Cc1nc(NC(=O)COC(=O)C2CC2C)c(Cl)cc1Cl (stereo unspecified)
  -2% | 1% | 2% | -8% | 13% | 6% | 0 | 9
- Cc1ccccc1OCC(=O)OCC(=O)Nc1cc(S(C)(=O)=O)ccc1Cl
  0% | 0% | -6% | 1% | 0% | 14% | 26 | 4
- CCC[C@@H]1C[C@@H](C(=O)NC(C(C)Cl)[C@H]2O[C@H](SC)[C@H](O)[C@@H](O)[C@H]2O)N(C)C1 (stereo partly specified)
  3% | -4% | 4% | -34% | 17% | -14% | 4 | 7
- O=C(NCC1CCCO1)c1nn2c(C(F)(F)F)cc(-c3cccs3)nc2c1Br (stereo unspecified)
  -12% | -7% | 0% | 2% | -5% | -22% | -10 | -16
- CCN(C(=S)NC(=O)c1ccccc1Br)C1CCCCC1
  -3% | -6% | 4% | . | 6% | -1% | 6 | 17
- COc1ccc(Cl)cc1C(=O)Nc1nc(C)cc(C)n1
  1% | 0% | 3% | -4% | -1% | -26% | 2 | 24
- Cc1ccccc1-n1nc(C(=O)c2cccs2)cc(-c2nc3ccccc3[nH]2)c1=N
  7% | 2% | -6% | ? | -13% | 3% | -6 | -5
- Clc1ccc2nc(C3CCN(Cc4ccccc4)CC3)[nH]c2c1
  11% | -12% | -4% | 18% | -19% | 13% | -32 | -87*
- CSc1cccc(NC(=S)N(Cc2ccccc2)Cc2ccccn2)c1
  2% | 9% | 9% | 6% | 20µM* | ? | -2 | 2
- COc1cc(C)c(Cl)cc1S(=O)(=O)NCCCN1CCOCC1
  2% | -3% | 11% | 19% | 0% | -12% | -13 | ?
- C=Cc1ccc(CC2(C)C(=O)Nc3ccc(-c4cccnc4)cc32)cc1 (stereo unspecified)
  7% | 3% | ? | 9% | -13% | -11% | 6 | 4
- S=c1[nH]nc(-c2cc3ccccc3o2)n1Cc1ccccc1
  10% | -13% | -7% | 44% | -14% | -15% | -17 | ?
- COc1ccc(/C=N/NC(=O)CSc2ccccn2)cc1OC
  9% | -7% | -4% | 3% | 1% | -1% | -9 | -4
- Cc1ccc2nc(N/C(=N/S(=O)(=O)c3ccc(F)cc3F)c3ccccc3)sc2c1
  4% | 4% | 0% | 13% | -11% | -8% | 1 | 0
- O=C(COCc1cc(-c2ccc3c(c2)OCO3)on1)N1CCN(c2ccccc2)CC1
  23% | -3% | 2% | 48%&16% | ? | -7%&-12% | -3&-6 | -14

New compounds follow.
Each structure is followed by: EPAC2 agonist | aSyn rescue | EPAC2 antagonist | FUS suppressor | TDP43 rescue | Abeta yeast res | DRD3 agonist | DRD3 antagonist
- C/C(CC(=O)Nc1cc(C)ccn1)=N\NC(=O)C(=O)Nc1cccc(C)c1
  4% | -4% | 20% | . | -27% | -8% | 5 | 8
- O=C(O)c1ccc(-n2c(/C=C/c3cccc([N+](=O)[O-])c3)nc3ccccc3c2=O)cc1
  0% | -5% | 5% | -18% | 10% | -10% | -2 | 13
- Cc1ccc(OCC(=O)NCCCNC(=O)c2ccncc2)cc1
  9% | -2% | 2% | 6% | -5% | -1% | 0 | -2
- COc1ccc(-c2nc(CS(=O)CC(=O)NCCCN3CCCC3)c(C)o2)cc1OC (stereo unspecified)
  5% | -2% | -3% | -2% | 15% | 14% | -3 | 10
- CCC(C)/C(C)=N/NC(=O)c1ccc(COc2ccc(Cl)c(C)c2)cc1 (stereo unspecified)
  -12% | -10% | -9% | 38% | 13% | -39%[inhibitor] | 1 | -10
- Nc1ccccc1O
  9% | -8% | -12% | -10% | 9% | -41%[inhibitor] | 7 | 4
- COc1ccc(-c2nnn3c2nc(N2CCCC(C)C2)c2ccccc23)cc1 (stereo unspecified)
  . | . | . | 0% | 10% | -1% | 7 | .
- CCn1cc(C(=O)NCc2ccccc2OC)c(=O)c2cc(S(=O)(=O)N(C)C)ccc21
  5% | 3% | 1% | 26% | -1% | 2% | -3 | -17
- CSCC[C@H](NS(=O)(=O)c1ccc(C)cc1)C(=O)N1CCC(C(=O)N[C@H](C(=O)O)c2ccccc2)CC1
  5% | 3% | -10% | 5% | 9% | -12% | -9 | 3
- O=C(Nc1nncs1)c1ccc2c(c1)OCO2
  8% | -4% | 1% | 6% | -31%[inhibitor] | -10% | -7 | 1
- CCOC(=O)N1CCc2c(sc3c2c(=O)n(-c2ccc(CC)cc2)c(=O)n3CC(=O)c2ccccc2)C1
  . | . | . | 38% | 6% | -12% | 6 | .

An excerpt; count on the stated rates, not on these rows.
